Screening results from PubChem.
TNF necrop inh – inhibitors of TNF-alpha triggered necroptosis, primary screen, cell-based, Jurkat FADD-/-, single concentration; Jurkat FADD-/- TNF necroptosis rescue, ATP luminescence, 24 h; 0 = TNF only, 100 = no-TNF cells; activation (protection from cell death), % at 10 µM; 220,000 tested, 0.068% active; AID 463075, 2010;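 active = activation, meaning protection from cell death, of at least 50% relative to plate controls; inactive = activation below 50%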;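 also: necroptosis triggered by 40 ng/mL TNF-alpha added together with compound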
KCC2 mod – KCC2 cotransporter modulators, thallium flux, primary screen, cell-based, HEK293 KCC2, FluoZin-2 fluorescence, MLSMR. AID 1456, 2008. 190,000 tested, 2.2% active. Solute carrier family 12 member 5 (Homo sapiens), Q9H2X9. KCC2 cells, thallium flux FluoZin-2 fluorescence. B-score of Tl+ flux slope (higher = more flux/activation; lower = inhibition) at 10 µM;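 active = thallium flux slope and its plate-corrected score both differing from the plate sample mean at a set confidence after two filtering rounds, in either direction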;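 also: slope of fluorescence scaled to starting intensity during 10 to 20 s after thallium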
EBV gp42 block – Epstein-Barr virus gp42 inhibitors, primary screen, biochemical, uHTS, fluorescence polarization | Glycoprotein 42 (Epstein-Barr virus (strain AG876)), Q1HVG2 | Fluorescence polarization binding assay, mP read-out | inhibition, % (tested at 21.74 µM) | 220,000 tested, 0.42% active | AID 1085, 2008; in the data active = inhibition above about 50%
Target sequence (Q1HVG2 whole entry, looked up): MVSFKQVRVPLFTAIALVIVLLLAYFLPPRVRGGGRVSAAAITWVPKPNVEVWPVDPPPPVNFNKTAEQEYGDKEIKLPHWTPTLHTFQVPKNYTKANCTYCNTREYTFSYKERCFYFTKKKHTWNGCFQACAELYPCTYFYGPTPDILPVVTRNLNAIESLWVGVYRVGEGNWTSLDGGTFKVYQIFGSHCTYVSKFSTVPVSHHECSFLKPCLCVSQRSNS
eIF4E 4G PPI – eIF4E–eIF4G protein interaction inhibitors, primary screen, biochemical, uHTS, TR-FRET, eIF4GI fragment; TR-FRET eIF4E-eIF4GI(517-606) binding, 2 h; inhibition, % at 21.7 µM; 220,000 tested, 0.37% active; AID 782, 2007;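 active = inhibition above about 30%, limit read from the data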;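 also: 0% = full FRET control wells and 100% = background wells lacking eIF4GI fragment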
MDM2 E3 inh – MDM2-luciferase reporter signal enhancers, primary screen, MDM2 E3 ligase inhibitor project, cell-based, luminescence, 1536-well; E3 ubiquitin-protein ligase Mdm2 (Homo sapiens), Q00987; cell-based MDM2 ubiquitination luciferase reporter, 2 h; 0 = plate control, 100 = twice control, blank-subtracted; signal enhancement, % at 5 µM; 210,000 tested, 0.11% active; AID 1230, 2008;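 active = signal enhancement of 30% or more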;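 also: luminescence tracks abundance of the self-degrading MDM2-luciferase fusion protein; higher signal means inhibition of MDM2 E3 ligase activity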
Target sequence (Q00987 whole entry, looked up, the tested form may be a part): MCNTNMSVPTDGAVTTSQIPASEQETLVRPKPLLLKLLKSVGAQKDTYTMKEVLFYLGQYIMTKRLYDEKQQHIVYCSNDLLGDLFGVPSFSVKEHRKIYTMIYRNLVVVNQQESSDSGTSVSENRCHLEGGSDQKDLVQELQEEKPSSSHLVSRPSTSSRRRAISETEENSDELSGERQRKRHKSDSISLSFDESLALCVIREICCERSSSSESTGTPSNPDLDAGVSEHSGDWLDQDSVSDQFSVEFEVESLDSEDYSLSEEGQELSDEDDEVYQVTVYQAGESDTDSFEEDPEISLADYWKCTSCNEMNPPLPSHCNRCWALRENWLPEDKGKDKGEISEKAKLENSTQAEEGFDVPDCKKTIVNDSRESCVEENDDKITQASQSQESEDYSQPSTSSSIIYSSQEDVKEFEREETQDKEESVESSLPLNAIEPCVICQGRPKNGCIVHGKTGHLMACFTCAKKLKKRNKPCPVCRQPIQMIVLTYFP
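Material: stable MDM2–luciferase fusion reporter cells / Quantity: 2000 cells/well / Dosing: single 5 µM compound dose, 0.2% final DMSO / Buffer or medium: DMEM / Schedule: 4 h cell settling then 2 h compound exposure, 37 °C / Detection: luminescence with SteadyLite reagent, 15 min at room temperature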
m-calpain inh – inhibitors of pig calpain II, primary screen, biochemical, fluorogenic peptide substrate, 1536-well; purified calpain II, 30 min; inhibition, % at 16 µM; 220,000 tested, 0.37% active; AID 1236, 2008;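 active = inhibition above about 50%, limit read from the data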
L929 necroptosis – inhibitors of zVAD-triggered necroptosis, primary screen, L929 cells; L929 zVAD necroptosis rescue, ATP luminescence, 24 h; with zVAD 60 µM; viability rescue, % at 10 µM; 220,000 tested, 0.38% active;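 active = activation, scaled between plate controls, above about 75%, limit read from the data; inactive = activation under that limit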;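 also: 0% = zVAD with DMSO and 100% = DMSO alone without zVAD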
PERK inhibitor – block of dimerizer-induced PERK translation repression, primary screen, PERK inhibitor project, CHO PERK-DD cells, SEAP luminescence, HTS; CHO PERK-DD fusion, SEAP luminescence translation reporter; inhibition, % at 5.6 µM; 220,000 tested, 0.17% active; AID 1416, 2008;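 active = inhibition above the mean inhibition of all tested compounds plus 3 SD, set separately per screening campaign, cut at about 2.9% in these data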;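 also: PERK kinase domain activated by AP20187 dimerizer at 100 nM; 0% = DMSO with dimerizer and 100% = rapamycin at 8.4 µM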
Rad51 HR inh – human RAD51 strand exchange inhibitors, primary screen, biochemical, fluorescence | DNA repair protein RAD51 homolog 1 (Homo sapiens), Q06609 | hRad51 DNA strand exchange, fluorescence dequenching | inhibition, % at 10 µM | 200,000 tested, 0.085% active;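 active = inhibition above 40% at the single screening dose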;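 also: 0% = DMSO control wells and 100% = blanks with heterologous ssDNA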
Target sequence (Q06609 whole entry, looked up): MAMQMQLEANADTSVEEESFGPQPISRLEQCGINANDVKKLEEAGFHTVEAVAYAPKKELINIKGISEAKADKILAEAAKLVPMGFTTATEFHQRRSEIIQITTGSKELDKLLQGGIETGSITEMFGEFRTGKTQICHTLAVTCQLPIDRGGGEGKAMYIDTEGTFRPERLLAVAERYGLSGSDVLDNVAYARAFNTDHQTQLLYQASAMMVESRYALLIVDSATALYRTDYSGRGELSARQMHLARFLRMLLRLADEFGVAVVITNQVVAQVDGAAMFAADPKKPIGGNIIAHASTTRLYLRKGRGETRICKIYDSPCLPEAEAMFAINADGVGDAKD
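material = hRad51 filaments on single-stranded DNA | reagent = Donor/quencher-labelled 47-bp dsDNA substrate | compound = 10 µM final, single point | schedule = strand-exchange reaction 15 min at room temperature | measured by = fluorescein emission 520 nm, excitation 485 nm | read-out basis = % inhibition versus plate control and blank means | benchmarks = plate controls and plate blanks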
Active calls of the source: *; · = not tested or not shown; [ ] = another dose, or the depositor's remark. Rows were taken by chance; overall some 3.6% were active at least once.

structure	eIF4E 4G PPI	KCC2 mod	MDM2 E3 inh	m-calpain inh	TNF necrop inh	EBV gp42 block	PERK inhibitor	L929 necroptosis	Rad51 HR inh
CCOC(=O)C1=C(c2ccccc2)N(C)C(=O)NC1c1ccc(O)c(OC)c1 (stereo unspecified)	-3[fluorescence artefact?]	-0.0049	-14	-17	-0.5	-18	0.6	-0.4	1
CCCCOc1ccc(-c2nc(=S)[nH][nH]2)cc1	7	·	-10	-13	-1.7	1	-0.3	0.0	-5
O=C(CSc1nc2ccsc2c(=O)n1CC1CCC(C(=O)O)CC1)c1ccc(Cl)cc1 (stereo unspecified)	-1	0.17	2	28	0.7	4	1.0	1.2	-1
Cc1nnc(Sc2cc(NCCCO)c([N+](=O)[O-])c3nonc23)s1	-1	-0.34	4	32	-18	-9	0.8	25	-3
Cc1cccc(OCCn2c(=O)sc3ccccc32)c1	3[fluorescence artefact?]	0.28	0	1	-1.6	1	0.5	-0.3	14
Cc1cc(C(=O)OCC(=O)NC(C)c2ccccc2)c(C)o1 (stereo unspecified)	0	·	1	-25	-0.7	-20	-0.4	5.9	11
COc1ccccc1NS(=O)(=O)c1cccc(N2CC(O)=C(c3ccccc3)C2=N)c1	6	2.1	9	15	2.3	-2	0.7	-0.3	4
COc1ccc(C(=O)N2CCN(c3ncnc4c(-c5ccccc5)nsc34)CC2)cc1	-16	·	-28	49	-10	-12	0.6	0.0	·
COc1ccc(C2C(Oc3ccccc3)C(=O)N2c2cc(C)ccc2C)cc1OC (stereo unspecified)	-11	-0.023	-20	0	-0.3	1	-1.3	0.2	·
Cc1cccc(C(C)C)c1NC(=O)c1ccc(COc2ccc3c(C)cc(=O)oc3c2)cc1	1	0.074	-8	-114	-1.5	-23	-0.6	-0.3	20

The closing 2 records of the part above open the next one:
structure	eIF4E 4G PPI	KCC2 mod	MDM2 E3 inh	m-calpain inh	TNF necrop inh	EBV gp42 block	PERK inhibitor	L929 necroptosis	Rad51 HR inh
COc1ccc(C2C(Oc3ccccc3)C(=O)N2c2cc(C)ccc2C)cc1OC (stereo unspecified)	-11	-0.023	-20	0	-0.3	1	-1.3	0.2	·
Cc1cccc(C(C)C)c1NC(=O)c1ccc(COc2ccc3c(C)cc(=O)oc3c2)cc1	1	0.074	-8	-114	-1.5	-23	-0.6	-0.3	20
COc1ccc(S(=O)(=O)N(CC(=O)N2CCOCC2)Cc2ccccc2)cc1	-5	-0.018	-3	7	-1.2	-18	-0.6	-0.4	0
COc1cc(C2CC(=O)Oc3c(C(CCN4CCOCC4)c4ccc(N(C)C)cc4)c(OC)cc(OC)c32)cc(OC)c1OC (stereo unspecified)	-1	1.9	8	-41	1.4	-2	·	0.8	4
O=C(O)C(F)(F)S(=O)(=O)O	7[fluorescence artefact?]	0.11	-1	-23	0.8	-2	0.1	0.6	-6
COc1ccc(OCC(O)CNS(=O)(=O)c2ccc(C)cc2)cc1 (stereo unspecified)	7	0.7	-8	-7	1.8	-7	-0.3	0.8	4
CN(Cc1ccccc1)CC(O)COc1ccc(CNCc2nccn2C)cc1 (stereo unspecified)	3	·	-4	21	4.0	-7	-1.7	3.6	3
CCOC(=O)C1CCCN(Cc2cccs2)C1 (stereo unspecified)	14[fluorescence artefact?]	0.21	0	-21	2.6	-7	-0.8	1.8	7
CCCc1nnc(SCC(=O)N2CCCCC2C)n1CC1CCCO1 (stereo unspecified)	-12	-0.28	-3	-22	-0.3	-17	0.3	0.1	-8
Cc1ccc(CSC2=NCCN2S(=O)(=O)c2ccccc2)cc1	-5	-0.88	-18	9	0.2	-13	0.7	3.6	20
Cc1ccc(C)n1NC(=O)c1ccc(Cl)cc1Cl	0	0.38	10	-69	-0.4	5	0.1	0.8	-7
Cc1ccc(C)c(Cn2c(CO)nc3ccccc32)c1	-12	-1.1	-16	4	-0.7	5	0.0	0.2	1
O=C(NCCC1=CCCCC1)C(c1ccccc1)c1ccccc1	1	·	-10	17	-0.3	-7	1.0	-0.2	-5
Cn1nnc(-c2ccc(OCc3ccccc3F)cc2)n1	-3	-0.76	-30	-32	-0.6	7	0.1	-0.2	4
Cc1nc2c(c(C)nn2-c2ccccc2)c(C)c1CCC(=O)Nc1ccc(CN2CCCC2)cc1	6	0.69	-1	-74	-11	-8	-1.5	11	23
COc1ccc(OCC#CCNC(C)(C)C)cc1	-13	2	-21	4	1.1	-6	0.6	0.5	-1
O=C(Oc1ccc2c(=O)c(Oc3ccc4ccccc4c3)coc2c1)c1cccnc1	-4	-0.52	-2	-322	-0.4	4	0.7	-0.3	4
COc1ccc(S(=O)(=O)N(CCc2ccccc2)CC(=O)NCCCO)cc1	1	-0.57	10	-6	-0.2	-17	-0.3	-0.7	4
O=C1CCC(=O)N(O)CCCCCNC(=O)CCC(=O)N(O)CCCCNC(=O)CCC(=O)N(O)CCCCCN1	-20	0.52	-16	-14	-0.8	-11	·	-0.7	-6
CCC(C)(C(=O)Nc1ccc2c(c1)OCCO2)N(C(C)=O)c1ccc(C(N)=O)cc1 (stereo unspecified)	-5	·	-17	13	-0.2	-13	0.1	1.0	7
COc1cc2[nH]c(=O)n(CCCCCC(=O)N3CC=C(c4ccccc4)CC3)c(=O)c2cc1OC	0	-1.1	-4	-41	-15	-5	0.6	-0.6	3
Cc1ccccc1C(=O)Nc1ccccc1-c1nnn(CC(=O)Nc2ccc3c(c2)OCCO3)n1	·	·	-7	-15	-4.2	-16	0.5	2.6	4
COC(=O)c1cc(OC)c(OC)cc1NC(=O)C(C)Sc1ccc(C)cc1 (stereo unspecified)	-15	·	-15	-18	-2.5	10	-1.2	0.7	-4
Cc1[nH]c2c(Cl)cccc2c(=O)c1CN1CCCC1	9	0.97	-16	22	2.5	-5	0.7	0.4	·
CCC1(CC)N=C(c2ccccc2)C(=S)N1	-6	-0.21	-12	-29	-0.3	-17	0.8	-0.6	-9
O=C1CCCC2=C1C(c1cccs1)n1nc(SCc3ccc(C(=O)O)cc3)nc1N2 (stereo unspecified)	-6	-0.22	-6	-96	2.2	-2	1.6	0.2	·
c1ccc(-c2cc(-c3nnc4n3N=C(c3ccc5ccccc5c3)CS4)[nH]n2)cc1	3[fluorescence artefact?]	·	-7	-73	-19	-35	-0.1	0.8	0
O=C1NCC(c2ccccc2)C1C(=O)N/N=C\c1ccc(-c2ccc(Cl)c(Cl)c2)o1 (stereo unspecified)	-14[fluorescence artefact?]	0.15	-10	-235	-6.1	-22	0.1	-0.3	1
CCOC(=O)c1cc2c(=O)n3ccccc3nc2n(CC2CCCO2)c1=NC(=O)/C=C/c1ccccc1 (stereo unspecified)	-5	-1.3	-6	-455	-2.5	1	1.5	0.4	8
Cc1sc(NC(=S)NC(=O)c2ccco2)c(C#N)c1C	0	22*	-10	-4	-1.6	-8	2.1	0.7	10
CCOc1ccccc1-n1c(SCC(=O)Nc2nccs2)nnc1-c1ccoc1C	0	-1.3	-25	11	-0.4	-10	-1.6	-0.3	1
Nc1nc2n(n1)C(=O)CC(c1ccccc1)N2 (stereo unspecified)	-2	0.12	-8	-21	-0.1	8	1.0	0.9	-49
Cc1cc(=O)oc2n[nH]c(-c3ccccc3)c12	8	-1.4	0	-111	-1.9	0	0.0	2.3	·
COc1cc(S(=O)(=O)N2CCOCC2)ccc1F	0	1.2	-89	15	1.9	-4	0.2	1.1	0
N#Cc1cccnc1N1CCC(C(N)=O)CC1	3	1.9	-5	-114	3.6	-17	1.4	1.7	18
Cn1c(=O)c2c3c(sc2n2c(SCc4ccccc4)nnc12)CCCC3	-2	-0.55	4	14	-3.9	-7	1.2	-0.6	-15
Cn1c(=O)n(CC(=O)Nc2ccc(F)cc2)c2ccccc21	-7	-1.3	-12	-2	-0.5	3	-0.2	-0.5	7
COc1ccc(N2C(=O)CC(N3CCN(S(=O)(=O)c4cc(C)ccc4C)CC3)C2=O)cc1 (stereo unspecified)	-4	-0.19	7	10	1.4	-1	-0.2	2.1	0
CCOC(=O)COn1c(=O)c(C)[n+]([O-])c2ccccc21	-2	-0.25	-8	-18	0.5	-5	0.7	-0.3	-10
CCOC(=O)c1cc2cc(F)ccc2nc1C	-3[fluorescence artefact?]	0.047	11	8	1.0	-14	0.6	-0.3	-1
Cc1ccc(/C=[N+](/[O-])C2SC(=S)N(C)C2(C)C)cc1 (stereo unspecified)	-3	1.5	-18	8	1.6	-5	0.1	0.8	-10
Cc1ccc(C(=O)N/C(=C/c2ccc(C(C)C)cc2)C(=O)NCCCN2CCOCC2)cc1	-1	-1	-7	-28	3.4	1	-1.2	0.3	·
COc1ccc(CNC(=O)/C=C/c2ccccc2[N+](=O)[O-])cc1	5	0.77	13	35	1.0	-22	0.3	0.2	6
Cc1cc(C)c2sc(NNC(=O)c3ccc(S(=O)(=O)N4CCc5ccccc5C4)cc3)nc2c1	-6	-0.035	·	-75	-21	2	-0.6	·	-2
CCOC(=O)C1CCCN(CCC(=O)Nc2c(C(=O)OC)[nH]c3cc(OC)ccc23)C1 (stereo unspecified)	0[fluorescence artefact?]	·	-9	10	0.4	-10	-1.4	0.0	-2
Cc1nn2c(c1-c1ccc(Cl)cc1)N=C(c1ccco1)CC2c1ccccc1 (stereo unspecified)	5	·	-9	-47	-1.2	-11	0.5	0.5	6
Cc1cccc(-c2nnn(CC/C(N)=N/O)n2)c1	2[fluorescence artefact?]	0.78	-15	-5	-0.9	-19	0.3	-0.4	-3
O=C(O)Cn1ncn(-c2ccc(OC(F)(F)F)cc2)c1=O	8	0.35	-12	19	0.8	-6	0.4	0.9	13
Cc1csc(SC(C)C(=O)Nc2ccc(Cl)cn2)n1 (stereo unspecified)	3[fluorescence artefact?]	0.36	7	1	0.9	-25	0.9	0.6	9
Cc1nn(C)c(Oc2cccc(Cl)c2)c1C(=O)Nc1ccc(F)cc1	3	·	-8	-22	-2.0	-22	1.2	-0.3	-3
Cn1c(=O)c2c(nc(Br)n2Cc2nnc(N)s2)n(C)c1=O	-7	-0.089	·	-29	0.7	3	1.7	0.9	7
CCn1c(SC(C)C(=O)O)nc2sc3c(c2c1=O)CCC3 (stereo unspecified)	24	26*	1	-39	1.9	52*	0.8	0.1	-11
